Compound activity as filed in PubChem BioAssay.
All columns: NCI-60 one-dose screen, growth in % after 48 h at 10 µM unless noted; 100 = growth as untreated, 0 = no growth, -100 = all killed.
U251: U251 CNS tumor cells; 80,000 compounds, 5.4% hits; AID 1794753
UO-31: UO-31 renal cancer. 81,000 compounds, 5.2% hits. AID 1794768
DU-145: DU-145 prostate cancer; 81,000 compounds, 4.2% hits; AID 1794760
SF-295: SF-295 CNS cancer cells; 79,000 compounds, 5.6% hits; AID 1794758
SN12C: SN12C renal cancer cells; AID 1794767; 81,000 compounds, 3.8% hits
SF-268: SF-268 CNS cancer cells; 82,000 compounds, 3.1% hits; AID 1794759
SF-539: SF-539 CNS cancer | AID 1794752 | 81,000 compounds, 6.8% hits
PC-3: PC-3 prostate cancer cells; 80,000 compounds, 3.9% hits; AID 1794754
786-0: 786-0 renal cancer cells; 81,000 compounds, 5.1% hits; AID 1794775
The depositor's hits bear a star; . = no result given. The calls were made as follows: active = growth percent below 10; inactive = the rest.

Values in the order: U251, UO-31, DU-145, SF-295, SN12C, SF-268, SF-539, PC-3, 786-0
O=C(CCc1nnc2sc(Nc3ccc(Cl)cc3)nn12)c1nc2ccccc2[nH]1
    92, 64, ., 102, 101, 87, 101, 82, 94
COc1ccc(-c2oc(=O)ccc2C#Cc2cc(OC)c(OC)c(OC)c2)cc1O
    73, 29, 93, 54, 74, 84, 58, 59, 45
COc1cc(-n2nc(C(=O)NCCCCCC(=O)NO)nc2-c2ccccc2)cc(OC)c1OC
    104, 84, 115, 95, 106, 105, 104, 54, 98
Clc1ccc(Oc2ccc(Nc3ncnc4onc(-c5ccccc5)c34)cc2)c(Cl)c1
    102, 67, 106, 97, 94, 102, 99, 94, 96
O=C(C1=Cc2cc3ccccc3n2Cc2cnnn21)c1ccc(O)cc1
    53, 63, 90, 57, 58, 72, 62, 62, 82
O=C(O)c1cc(N2C(=O)C=CC2=O)cc(N2C(=O)C=CC2=O)c1
    106, 94, 117, 84, 101, 108, 103, 110, 107
O=C(Nc1ccccc1-c1nc2ccccc2c(=O)[nH]1)c1ccccc1
    96, 81, 119, 109, 96, 95, 100, 91, 96
CCCCCN1C=C/C(=C\C(=O)N(C)c2ccc(Cl)cc2)c2ccccc21
    103, 82, 109, 97, 106, 97, 107, 105, 97
Cc1cc(C)c([O-])c(CN(C)CCN(C)Cc2cc(C)cc(C)c2[O-])c1.O=C([O-])c1cccc(C(=O)[O-])n1.[Ti+4]
    9.4*, -9.6*, 34, 13, 27, 24, 7.2*, -0.5*, 12
Nc1nccc(=S)[nH]1
    102, 98, 112, 103, 101, 99, 107, 102, 100

Values in the order: U251, UO-31, DU-145, SF-295, SN12C, SF-268, SF-539, PC-3, 786-0
COc1cc(/C=C2\C(=O)ON=C2C)cc(OC)c1OC
    100, 80, 108, 100, 98, 96, 95, 97, 103
Cc1nc(N)nc(C)c1-c1ccc(C#N)cc1
    122, 75, 110, 102, 97, 106, 95, 96, 105
COc1ccc(C(=S)N2CCN(c3ccccc3C)CC2)cc1
    96, 78, 129, 93, 96, 96, 135, 83, 98
CC1=C[C@@H](/C=C(\C)CCCc2ccoc2)[C@]2(OC(=O)C(C)=C2O)[C@@H]2[C@@H](C)CC[C@@H]12
    100, 92, 102, 98, 101, 103, 100, 93, 103
c1ccc(-c2ccc(-c3ncc(-c4ccccc4)o3)cc2)cc1
    114, 90, 108, 108, 108, 102, 105, 98, 99
COc1ccc(-c2c3c(nc4ncnc(N)c24)C(C)CCC3)cc1 (stereo unspecified)
    82, 90, 100, 158, 101, 95, 100, 85, 93
CC(=O)Nc1on[n+](-c2ccccc2)c1-c1ccccc1
    93, 87, 114, ., 112, 107, 92, 99, 111
CCCCNCCC(O)c1cc2ccc(C(F)(F)F)cc2c2cc(C(F)(F)F)ccc12 (stereo unspecified)
    -94*, -89*, -93*, ., -75*, -88*, -82*, -85*, -85*
CS(=O)(=O)Nc1ccc(CNC(=O)c2ccccc2Nc2ccnc(C(F)(F)F)c2)cc1
    98, 87, 110, 92, 98, 100, 96, 85, 96
COc1cc(-c2nn(C(C)(C)C)cc2-c2ccnc(NCCCNS(=O)(=O)c3cccc4ccccc34)n2)ccc1Cl
    52, 42, 81, 50, 39, 66, 91, 29, 65

Values in the order: U251, UO-31, DU-145, SF-295, SN12C, SF-268, SF-539, PC-3, 786-0
CN(C)CCCOc1ccc(NC2=C(Cl)C(=O)C(Nc3ccc(OCCCN(C)C)cc3)=C(Cl)C2=O)cc1
    -91*, -99*, -96*, -23*, -92*, -51*, -88*, -7.4*, -50*
CCNCCNc1cc(C2CCCC2)c(C#N)c2nc3ccccc3n12
    -19*, -75*, 28, -62*, 46, 22, -82*, 40, 20
COC(=O)C(=O)/C=C(\O)c1cc2cc(Cl)ccc2o1
    100, 83, 112, 102, 148, 99, 114, 94, 107
Brc1cccc[n+]1CCCC[n+]1ccccc1Br
    ., 78, 107, 97, 102, 103, 101, 90, 99
O=S(=O)(c1ccccc1)N1C=C/C(=C\Cn2cc(-c3ccc(F)cc3)nn2)CC1
    104, 71, 102, 92, 86, 101, 96, 99, 96
NCc1ccnc(-c2cc3cc(Cl)c(F)c(F)c3[nH]2)c1
    81, 80, 106, 93, 84, 98, 100, 92, 86
COc1cc(Cn2cc3c(c2)-c2onc(CN4CCCC4)c2CC3)cc(OC)c1OC
    97, 78, 76, 86, 97, 91, 93, 92, 99
COc1cc(C=C2C(=O)NC(=S)NC2=O)cc(CN2CCCCC2)c1O
    103, 89, 108, 107, 98, 99, 98, 101, 100
OC(CBr)c1c(Cl)ccc2ccccc12 (stereo unspecified)
    97, 81, 109, 104, 97, 100, 96, 94, 107
CN(C)c1ccc2c(c1[N+](=O)[O-])Cc1ccccc1-2
    105, 74, 109, 109, 99, 104, 93, 98, 106

Values in the order: U251, UO-31, DU-145, SF-295, SN12C, SF-268, SF-539, PC-3, 786-0
C=CCC(=S)NNC(=O)c1ccncc1
    101, 95, 108, 100, 104, 104, 99, 98, 107
FC(F)(F)c1cccc(COCCN2CCN(Cc3cccc(C(F)(F)F)c3)CC2)c1
    84, 72, 108, 96, 92, 99, 98, 83, 96
Nc1cc2ccccc2c(=O)n1NC(=O)c1ccc(Cl)cc1
    96, 88, 108, 100, 90, 100, 98, 106, 102
NS(=O)(=O)c1cccc(NC(=O)Nc2nc3ccccc3s2)c1
    64, 54, 75, 79, 79, 94, 78, 80, 86
CN(C)c1ccc(/C=c2\sc(=C(C#N)C#N)[nH]c2=O)cc1
    93, 100, 115, 81, 92, 75, 102, 110, 80
CS(=O)(=O)Oc1c(Cl)c(Cl)c(OS(C)(=O)=O)c(Cl)c1Cl
    ., 93, 124, 100, 100, 117, 120, 98, 100
CCCCC(=O)OC(C)COc1ccccc1Cl (stereo unspecified)
    88, 101, 103, 98, 100, 95, 103, 74, 94
Cn1c(=O)[nH]c2ccccc2c1=O
    94, 95, 104, 94, 96, 107, 99, 130, 97
O=C(CC(O)(CC(=O)OCc1ccccc1)C(=O)OCc1ccccc1)OCc1ccccc1
    101, 60, 135, 105, 99, 114, 107, 82, 113
[O-][n+]1c(Cl)cc(Cl)c2ccccc21
    93, 79, 113, 103, 101, 97, 125, 81, .

The final 6 compounds of the section before lead into the next:
Values in the order: U251, UO-31, DU-145, SF-295, SN12C, SF-268, SF-539, PC-3, 786-0
CN(C)c1ccc(/C=c2\sc(=C(C#N)C#N)[nH]c2=O)cc1
    93, 100, 115, 81, 92, 75, 102, 110, 80
CS(=O)(=O)Oc1c(Cl)c(Cl)c(OS(C)(=O)=O)c(Cl)c1Cl
    ., 93, 124, 100, 100, 117, 120, 98, 100
CCCCC(=O)OC(C)COc1ccccc1Cl (stereo unspecified)
    88, 101, 103, 98, 100, 95, 103, 74, 94
Cn1c(=O)[nH]c2ccccc2c1=O
    94, 95, 104, 94, 96, 107, 99, 130, 97
O=C(CC(O)(CC(=O)OCc1ccccc1)C(=O)OCc1ccccc1)OCc1ccccc1
    101, 60, 135, 105, 99, 114, 107, 82, 113
[O-][n+]1c(Cl)cc(Cl)c2ccccc21
    93, 79, 113, 103, 101, 97, 125, 81, .
N#C/C(=C\c1ccc(Br)cc1)n1nnc2cc(Cl)c(Cl)cc21
    23, 35, 34, 66, 35, 59, 50, 33, 44
O=c1[nH]cc(CCCc2ccccc2)c(=O)[nH]1
    102, 97, 112, 100, 100, 104, 104, 103, 107
CCOC(=O)/C=C/c1ccco1
    112, 89, 122, 103, 103, 128, 102, 85, 107
COC(=O)C1=C(C)C(=O)CC1
    115, 89, ., 135, 98, 111, 109, 96, 108
Cc1ccc(-c2csc3nc(C)c(CCNc4ccc(S(=O)(=O)N=C(N)N)cc4)c(=O)n23)cc1
    98, 62, 122, 73, 101, 109, 103, 86, 105
COc1ccc(CCN2C(=O)C(C)SC2=S)cc1OC (stereo unspecified)
    101, 87, 70, 101, 99, 101, 98, 89, 102
Fc1ccc(-c2cc3nc(C(Cl)Cl)nc(-c4ccccc4)n3n2)cc1
    -58*, 3.9*, -34*, 2.7*, 52, 10, -11*, -25*, 5.3*
Cc1ccnc(NS(=O)(=O)c2ccc(N=Nc3c(N)nc(N)nc3N)cc2)n1
    ., 89, 123, 99, 105, 108, 88, 95, 109
Cc1ccc(-c2ccc(SCC(=O)Nc3ccc(C#N)cc3)nn2)cc1
    88, ., 92, 50, 66, 94, 69, 70, 77
Cc1cc(C)c2c(=O)cc(C(=O)Nc3nonc3-c3ccc4c(c3)CCCC4)oc2c1
    101, 90, 102, 103, 96, 96, 101, 99, 103

Single records, as listed above. Order of screens: U251 | UO-31 | DU-145 | SF-295 | SN12C | SF-268 | SF-539 | PC-3 | 786-0
Record of `Cc1ccc(-c2csc3nc(C)c(CCNc4ccc(S(=O)(=O)N=C(N)N)cc4)c(=O)n23)cc1` → 98 | 62 | 122 | 73 | 101 | 109 | 103 | 86 | 105
Record of `O=c1[nH]cc(CCCc2ccccc2)c(=O)[nH]1` → 102 | 97 | 112 | 100 | 100 | 104 | 104 | 103 | 107
Record of `CCOC(=O)/C=C/c1ccco1` → 112 | 89 | 122 | 103 | 103 | 128 | 102 | 85 | 107
Record of `Cc1ccc(-c2ccc(SCC(=O)Nc3ccc(C#N)cc3)nn2)cc1` → 88 | . | 92 | 50 | 66 | 94 | 69 | 70 | 77

Other structures follow:
Values in the order: U251, UO-31, DU-145, SF-295, SN12C, SF-268, SF-539, PC-3, 786-0
Brc1ccc(N=Nc2ccccc2)cc1
    100, 81, ., 98, 99, 107, 98, 103, 99
COCC(C)OC(=O)c1ccccc1Cl (stereo unspecified)
    101, 91, 101, 105, 108, 99, 107, 97, 110
O=C(NCO)c1ccccc1
    105, 79, 100, 110, 105, 103, 108, ., 108
O=[N+]([O-])c1ccc(Sc2ccccc2)cc1
    96, 80, 106, 93, 102, 101, 104, 91, 96
N#Cc1c(-c2cccc(Cl)c2)nn(CC(=O)N2CCOCC2)c1N
    102, 77, 114, 101, 102, 100, 100, 96, 99
COc1ccc(C2CC(n3ccnc3)c3cc(OC)c(OC)c(OC)c32)cc1O (stereo unspecified)
    80, 80, 102, 58, 104, 90, 90, 61, 92
COC(=O)c1cccc2c1c(/C=C1\NC(=S)NC1=O)cn2C
    82, 63, 104, 75, 74, 88, 85, 77, 73
CCC1(c2ccc(Cl)cc2)NC(=O)NC1=O (stereo unspecified)
    95, 88, 108, 107, 101, 104, 104, 96, 100
COc1ccc(-c2csc(NC(=O)CSc3nc(-c4ccc(OC)cc4)c(C#N)c(=O)[nH]3)n2)cc1
    100, 87, 106, 96, 111, 101, 107, 94, 95
O=C(/C=C/c1ccc(Oc2ccc(Cl)cc2)cc1)c1cc2ccccc2oc1=O
    97, 57, 101, 100, 93, 87, 88, 86, 99
CCCN1CC(C(=O)OCC)C(=O)C1=O (stereo unspecified)
    99, 89, 109, 101, 105, 109, 98, 98, 101
CC1(C)CC(=O)C(C)(C)c2ccccc21
    91, 88, 100, 109, 93, 94, 93, 100, 93
